# TSG101-PTAP inh: qHTS Validation Assay for Inhibitors of HIV-1 Budding by Blocking the Interaction of PTAP/TSG101: Sytravon Library Screen. Tumor susceptibility gene 101 protein (Homo sapiens), Q99816. Fluorescence polarization, FITC-PTAP peptide/Tsg101, 20 min. Potency, µM (titrated, usually from 115 µM), inactives show at the top dose activity change, negative = inhibition, most hits filed as inhibitors. 44,000 tested, under 10 active. AID 1347069, 2019; further: potency means the concentration at half of the fitted maximal effect; 0% is about no effect
#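 qHTS FP binding, 20 min r.t.: 10 uM Tsg101 domain + 50 nM FITC-PTAP peptide, pH 7.5 HEPES buffer with TCEP and EDTA.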
# FH mod: Identification of activators of human fumarate hydratase by quantitative high-throughput screening | 54,000 compounds, 0.22% hits | Fumarate hydratase, mitochondrial (Homo sapiens), P07954 | FH coupled MDH/diaphorase resazurin fluorescence, 15 min | Potency, µM (highest dose often 79.9 µM), for the others: top-dose activity change, negative = inhibition, hits mostly inhibitors; further: potency means the concentration at half of the fitted maximal effect; on the % scale 0 is the no-effect control and ±100 the full control effect; the screen sought activators but most active calls are inhibition curves; nearly all actives have a fitted effect of over 45% in size
# p53null 32C tox: qHTS Screen for Compounds that Selectively Target Cancer Cells with p53 Mutations: Cytotoxicity of p53 Null Cells at the Permissive Temperature. H1299-neo p53 null cells, ATP luminescence, 24 h, 32C. Potency, µM (doses to about 46.1 µM), inactives show at the top dose activity change, negative = cytotoxicity, actives largely listed as cytotoxic. 55,000 compounds, 0.62% hits. AID 903, 2007;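 further: potency means the concentration at half of the fitted maximal effect; 0% = DMSO only and -100% = full killing by 100 µM tamoxifen; nearly all actives have a fitted effect of over 55% in size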
#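 H1299-neo, 600 cells/well; overnight 37C; cpd up to 46 uM, 24 h at 32C; ATPlite luminescence after 20 min RT; normalized to DMSO (0%) and tamoxifen 100 uM (100% kill); Hill-fit AC50.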
# p53null 39C tox: qHTS Screen for Compounds that Selectively Target Cancer Cells with p53 Mutations: Cytotoxicity of p53 Null Cells at the Nonpermissive Temperature; Potency, µM (doses to about 46.1 µM), for inactives: at the top dose activity, negative = cell killing, usual class: cytotoxic; H1299 p53-null (neo) cells, 39C, ATPlite viability, 24 h; 55,000 compounds, 0.97% hits;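 further: potency means the concentration at half of the fitted maximal effect; 0% = DMSO only and -100% = full killing by 100 µM tamoxifen; nearly all actives have a fitted effect of over 50% in size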
#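 ATP-luminescence viability readout (ATPlite, 20 min RT) after 24 hr compound treatment at 39C of H1299-neo or H1299-p53A138V cells; titration up to 46 uM; normalized to DMSO and 100 uM tamoxifen; Hill-fit AC50.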
# NTMT1 inh: Primary qHTS for Inhibitors of N-terminal methyltransferase 1 (NTMT1): MTaseGlo Assay; N-terminal Xaa-Pro-Lys N-methyltransferase 1 (Homo sapiens), Q9BV86; NTMT1 MTase-Glo SAH luminescence, purified enzyme; Potency, µM (series often up to 114 µM), inactives show at the highest dose activity change, negative = inhibition, usual class: inhibitors; 59,000 compounds, 2.5% hits;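 further: potency means the concentration at half of the fitted maximal effect; plate controls were DMSO vehicle for no effect and no enzyme for full effect; nearly all actives have a fitted effect of over 65% in size; many of its hits are not listed in these tables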
# Target sequence (Q9BV86 whole entry, looked up): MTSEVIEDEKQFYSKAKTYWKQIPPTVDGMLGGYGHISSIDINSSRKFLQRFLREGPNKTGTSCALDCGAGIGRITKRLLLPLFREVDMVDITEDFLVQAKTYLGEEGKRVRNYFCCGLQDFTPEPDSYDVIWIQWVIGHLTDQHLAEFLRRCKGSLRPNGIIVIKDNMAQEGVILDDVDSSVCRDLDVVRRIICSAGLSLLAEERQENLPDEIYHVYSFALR
# B2AR arrestin ag: qHTS assay of beta-arrestin-biased ligands of beta2-adrenergic receptor: NCGC Sytravon Library Screen; Beta-2 adrenergic receptor (Homo sapiens), P07550; HTLA Tango cells, beta-arrestin recruitment, luciferase luminescence, 18 h; Potency, µM (top dose mostly 46.1 µM), for inactives: at the top dose activation, most hits filed as activators; 44,000 tested, under 10 active;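 further: potency means the concentration at half of the fitted maximal effect; 0% = DMSO and full agonism = EC100 isoproterenol or metaproterenol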
# Target sequence (P07550 whole entry, looked up): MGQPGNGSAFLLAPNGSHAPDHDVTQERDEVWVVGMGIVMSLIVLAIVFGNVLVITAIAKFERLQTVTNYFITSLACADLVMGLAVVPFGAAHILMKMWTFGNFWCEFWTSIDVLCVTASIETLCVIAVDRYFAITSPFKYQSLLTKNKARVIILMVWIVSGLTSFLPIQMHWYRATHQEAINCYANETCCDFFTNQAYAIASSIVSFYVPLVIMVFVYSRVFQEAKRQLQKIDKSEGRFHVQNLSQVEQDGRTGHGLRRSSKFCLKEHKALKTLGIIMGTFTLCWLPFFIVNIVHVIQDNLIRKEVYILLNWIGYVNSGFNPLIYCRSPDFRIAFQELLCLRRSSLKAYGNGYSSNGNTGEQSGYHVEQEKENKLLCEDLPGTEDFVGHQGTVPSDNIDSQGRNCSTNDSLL
#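 Ligand-induced beta-arrestin recruitment to recombinant beta2-AR is measured via a tTA-driven luciferase reporter in Tango cells after 18 hr compound exposure at 37 degrees C. Concentrations span up to 46 microM.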
# GALK inhibitor: qHTS Assay for Inhibitors of Human Galactokinase (GALK): NCGC Sytravon Library Screen; 44,000 tested, under 10 active; P51570; Potency, µM (series often up to 57.5 µM), without a hit: at the top dose activity, negative = inhibition, most hits filed as inhibitors; recombinant GALK, Kinase-Glo ATP luminescence, 1 h;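 further: plate controls were full GALK reaction for no effect and reaction lacking GALK for full effect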
# Target sequence (P51570 whole entry, looked up): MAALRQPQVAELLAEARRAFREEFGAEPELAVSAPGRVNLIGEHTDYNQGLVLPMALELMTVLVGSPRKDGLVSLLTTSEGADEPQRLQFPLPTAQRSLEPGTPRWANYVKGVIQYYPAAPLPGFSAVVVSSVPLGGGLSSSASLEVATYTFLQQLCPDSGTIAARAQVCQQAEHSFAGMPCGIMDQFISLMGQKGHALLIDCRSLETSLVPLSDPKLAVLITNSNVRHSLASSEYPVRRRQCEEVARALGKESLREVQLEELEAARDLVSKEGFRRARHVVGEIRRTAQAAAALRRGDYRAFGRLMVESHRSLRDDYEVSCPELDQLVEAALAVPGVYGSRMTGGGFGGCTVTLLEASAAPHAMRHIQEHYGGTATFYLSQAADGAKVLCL
#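 5 nM GALK with 35 µM ATP and 100 µM galactose in HEPES pH 8.0, MgCl2, NaCl, DTT, BSA; 1 h RT reaction, remaining ATP detected by Kinase-Glo Plus luminescence after 10 min; qHTS concentration series.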
# An asterisk follows results filed as active; u = inconclusive; x = not tested or not shown; [ ] = dose if it differs, or a comment. The call rests on the fitted dose curve; in most records, active means well fitted curve in the direction sought with a large enough effect; inconclusive means small, poorly fitted or top-dose-only effect, or another doubt; inactive means no such curve, though single readings can be large; an effect the other way counts as inactive or inconclusive. A portion of the library (hit frequency here may not be typical).
nr	mol	TSG101-PTAP inh	FH mod	p53null 32C tox	p53null 39C tox
1	O=C(Nc1ccc(Cl)c(C(F)(F)F)c1)C1CCCN(S(=O)(=O)c2cccc3cccnc23)C1 (configuration not stated)	-10%	-15%	13%	-6%
2	CCN(CC)C(=O)Cn1c(=O)n(-c2ccc(OC)cc2OC)c(=O)c2c(C)c(C(=O)N(CC)CC)sc21	3%	2%	-12%	-1%
3	CCOCc1ccccc1Nc1ncnc2onc(-c3ccc(Cl)cc3)c12	3%	-9%	-14%	-5%
4	COc1ccc(-c2csc3ncnc(Nc4cc(OC)cc(OC)c4)c23)cc1	4%	-21%	u	u
5	CCOC(=O)C1CCC(CN(Cc2ccc(Cl)cc2)S(=O)(=O)c2ccc(F)c(C(=O)Nc3cccc(F)c3)c2)CC1 (configuration not stated)	0%	-13%	10%	-6%
6	COc1cc(OC)c(N(C)C(=O)c2c(C)oc3ncnc(N4CCCCC4)c23)cc1Cl	1%	1%	9%	25%
7	Cc1ccc(NC(=O)c2c(C)nc3sc(C(=O)Nc4ccc(F)cc4)c(N)c3c2-c2ccc(Cl)cc2)c(C)c1	0%	-17%	17%	7%
8	Cc1cc(C)c(S(=O)(=O)Nc2ccc(-c3ccc(N4CCCCCC4)nn3)cc2)cc1C	-7%	x	-5%	-2%

nr	NTMT1 inh	B2AR arrestin ag	GALK inhibitor
1	7%	-2%	0%
2	-1%	-2%	-2%
3	-2%	0%	0%
4	u	0%	4%
5	4%	1%	-3%
6	-4%	-1%	2%
7	-2%	0%	0%
8	x	0%	-1%

# Following part
nr	mol	TSG101-PTAP inh	FH mod	p53null 32C tox	p53null 39C tox
9	CC(C)CC(=O)Nc1ccc(Cl)c(-c2nc3ccccc3[nH]2)c1	-4%	-3%	-1%	0%
10	CCCCN(CC)CCCNC(=O)c1nn(C)c2c1CS(=O)(=O)c1ccccc1-2	1%	7%	2%	-15%
11	CC(=O)Nc1cc(C(=O)NCc2ccc(F)cc2)ccc1Sc1ccc(F)cc1	-9%	-16%	-8%	18%
12	Cc1nn(CC(=O)NCCc2ccccc2Cl)c(=O)c2nn(-c3ccccc3)c(C)c12	4%	1%	14%	6%
13	COc1ccc(Br)cc1CNC(=O)c1cc(=O)[nH]c2ccc(S(=O)(=O)N3CCCCC3C)cc12 (configuration not stated)	1%	u	9%	19%
14	COc1ccc(NC(=O)CC2C(=O)N(c3ccccc3)C(=O)N2CCc2sccc2C)cc1 (configuration not stated)	-4%	-16%	-2%	-23%
15	O=S(=O)(Nc1nc2n(n1)C(c1ccc(F)cc1)C=C(c1ccccc1)N2)c1ccccc1 (configuration not stated)	-7%	-6%	-8%	-7%
16	O=C1CC(c2nc3ccccc3n2CCC2CCCCC2)CN1c1ccccc1Cl (configuration not stated)	2%	-13%	u	16µM*

nr	NTMT1 inh	B2AR arrestin ag	GALK inhibitor
9	-4%	-2%	0%
10	2%	-1%	2%
11	-1%	3%	-6%
12	2%	-1%	0%
13	u	-2%	-1%
14	0%	0%	8%
15	-22%	-2%	-1%
16	3%	-4%	-3%

# (continued)
nr	mol	TSG101-PTAP inh	FH mod	p53null 32C tox	p53null 39C tox
17	Cc1nc(N2CCOCC2)c2c(C(=O)NCCc3ccccc3)c(C)oc2n1	3%	4%	5%	7%
18	Cc1ccc(C)c(N2CCN(C(=O)c3ccc4c(=O)n(CCc5ccccc5)c(=O)[nH]c4c3)CC2)c1	-5%	-4%	-1%	6%
19	COC(=O)c1ccc(OC)c(Cn2c(=O)n(-c3cccc(Cl)c3)c(=O)c3c4c(sc32)CN(C(C)=O)CC4)c1	-6%	-20%	-7%	-29%
20	CCN(CC)CCCNC(=O)c1nn(-c2ccc(OC)c(Cl)c2)c(=O)c2c1c1ccccc1n2C	-2%	26%	9%	10%
21	COc1cccc(CNC(=O)CCS(=O)(=O)c2cc3c(cc2C)NC(=O)CO3)c1	-2%	-6%	22%	u
22	COc1cc(C(=O)Oc2c(Sc3ccccc3)c(C)nn2-c2ccccc2)cc(OC)c1OC	-4%	-27%	1%	-14%
23	Cc1cc(N2CCC(C(=O)Nc3ccccc3Cl)CC2)n2nc(C)c(-c3ccc(Cl)cc3)c2n1	-2%	-1%	-5%	1%
24	CCc1cccc(NC(=O)Cn2c(=O)n3nc(-c4cccc(F)c4)nc3c3ccccc32)c1	3%	2%	2%	-8%

nr	NTMT1 inh	B2AR arrestin ag	GALK inhibitor
17	16%	1%	0%
18	8%	0%	0%
19	1%	0%	-4%
20	-4%	-2%	2%
21	7%	-1%	-12%
22	1%	0%	4%
23	0%	1%	-16%
24	5%	-2%	-2%

# From compound 21 as far as 23, copied from above:
nr	mol	TSG101-PTAP inh	FH mod	p53null 32C tox	p53null 39C tox
21	COc1cccc(CNC(=O)CCS(=O)(=O)c2cc3c(cc2C)NC(=O)CO3)c1	-2%	-6%	22%	u
22	COc1cc(C(=O)Oc2c(Sc3ccccc3)c(C)nn2-c2ccccc2)cc(OC)c1OC	-4%	-27%	1%	-14%
23	Cc1cc(N2CCC(C(=O)Nc3ccccc3Cl)CC2)n2nc(C)c(-c3ccc(Cl)cc3)c2n1	-2%	-1%	-5%	1%

nr	NTMT1 inh	B2AR arrestin ag	GALK inhibitor
21	7%	-1%	-12%
22	1%	0%	4%
23	0%	1%	-16%

# In a second layout: 2 of the compounds above.
# Below each compound: TSG101-PTAP inh | FH mod | p53null 32C tox | p53null 39C tox | NTMT1 inh | B2AR arrestin ag | GALK inhibitor
18. Cc1ccc(C)c(N2CCN(C(=O)c3ccc4c(=O)n(CCc5ccccc5)c(=O)[nH]c4c3)CC2)c1
    -5% | -4% | -1% | 6% | 8% | 0% | 0%
19. COC(=O)c1ccc(OC)c(Cn2c(=O)n(-c3cccc(Cl)c3)c(=O)c3c4c(sc32)CN(C(C)=O)CC4)c1
    -6% | -20% | -7% | -29% | 1% | 0% | -4%

# (cont.)
nr	mol	TSG101-PTAP inh	FH mod	p53null 32C tox	p53null 39C tox
25	CCN(c1ccccc1)S(=O)(=O)c1nnc(NC(=O)COc2cccc(C)c2)s1	1%	-13%	-13%	-15%
26	Cc1c(C(=O)Nc2ccccc2Cl)sc2ncnc(N(C)C3CCCCC3)c12	2%	0%	4%	1%
27	CCc1cccc(NC(=O)CC(c2ccc(OC)cc2)N2Cc3ccccc3C2=O)c1 (configuration not stated)	-3%	x	-5%	-7%
28	Cc1ccccc1NC(=O)Nc1nnc(N(C)Cc2ccccc2)s1	1%	-6%	-2%	-22%
29	O=C(NCc1ccc(Cl)cc1)c1ccc2oc(=O)n(Cc3ccccc3)c2c1	-4%	-19%	12%	u
30	Cc1cc2oc(=O)c(CC(=O)O)c(C)c2c2occ(-c3ccc(F)cc3)c12	-9%	-15%	-9%	-6%
31	Cc1oc2ncn(C)c(=O)c2c1C(=O)N1CCN(c2cccc(C(F)(F)F)c2)CC1	0%	5%	3%	-3%
32	CCC(=O)N1CCc2cc(Br)cc(S(=O)(=O)CCC(=O)NCc3ccc(Cl)cc3)c21	-1%	-14%	10%	1%

nr	NTMT1 inh	B2AR arrestin ag	GALK inhibitor
25	-3%	1%	6%
26	0%	-3%	-1%
27	x	2%	0%
28	23%	-2%	-10%
29	-3%	1%	0%
30	40µM*	1%	7%
31	5%	0%	2%
32	4%	0%	-2%

# (next part)
nr	mol	TSG101-PTAP inh	FH mod	p53null 32C tox	p53null 39C tox
33	O=S(=O)(NCC(c1ccco1)N1CCN(c2ccc(F)cc2)CC1)c1ccccc1 (configuration not stated)	-2%	-29%	-2%	8%
34	CCOc1ccc(NC(=O)CSc2oc(-c3ccc(F)cc3)nc2S(=O)(=O)c2ccc(C)cc2)cc1	1%	5%	-15%	-23%
35	COc1ccc(-n2c(/C=C/c3c(C)[nH]c4ccccc34)nc3ccccc3c2=O)cc1	4%	-5%	0%	-10%
36	O=C(NCCc1ccc(Cl)cc1)c1ccc2c(c1)N(Cc1ccccc1F)C(=O)c1ccccc1S2(=O)=O	-4%	-19%	-4%	12%
37	Cc1ccc(Cl)cc1NC(=O)c1oc2ccc(S(=O)(=O)N3CCCCC3)cc2c1C	2%	7%	-7%	11%
38	COc1ccc(NC(=O)C(=O)NCCc2csc3nc(-c4ccccc4F)nn23)cc1OC	-1%	-8%	-1%	-1%
39	Cc1ccc(CSc2nnc(CCNC(=O)OC(C)(C)C)o2)cc1	0%	-15%	0%[9.22 µM]	8%
40	COc1ccccc1Nc1nc(N)nc(N)c1S(=O)(=O)c1ccccc1	3%	u	12%[9.22 µM]	-15%

nr	NTMT1 inh	B2AR arrestin ag	GALK inhibitor
33	16%	-1%	-3%
34	5%	0%	7%
35	16%	0%	-4%
36	12%	1%	0%
37	5%	0%	0%
38	12%	2%	2%
39	8%	0%	5%
40	-2%	5%	9%

# Carrying on.
nr	mol	TSG101-PTAP inh	FH mod	p53null 32C tox	p53null 39C tox
41	CCCCOc1ccc(CNC(=O)c2ccc(NC(=O)N3CCCCc4ccccc43)cc2)cc1	-11%	-11%	-1%	12%
42	COc1ccccc1N1CCN(C(=O)c2cnn(C(C)(C)C)c2C2CCN(C(=O)OC(C)(C)C)CC2)CC1	1%	-19%	2%	-8%
43	Cc1ccc(Cl)cc1N(C)C(=O)c1cn(C2CCCCC2)c(=O)c2c1c1ccccc1n2C	-8%	-4%	41%[activator]	18%
44	COc1ccccc1CNC(=O)Cc1csc2nc(-c3ccc(F)cc3)cn12	2%	-17%	-11%	u
45	Cc1ccc(C)c(NC(=O)Cn2cc(S(=O)(=O)N3CCCC3)c(S(=O)(=O)N3CCCC3)c2)c1	-2%	-23%	2%	-9%
46	COc1cccc(C(=O)Nc2cc(-c3ccccc3)no2)c1	1%	-21%	-17%	-8%
47	CCOc1ccc(CNC(=O)CSc2cc(=O)n(CC)c3ccccc23)cc1	-6%	-5%	-4%	-15%
48	COc1ccccc1CNS(=O)(=O)c1ccc(F)c(C(=O)Nc2cc(Cl)ccc2OC)c1	1%	u	-7%	8%
49	Cc1ccc2c(c1)cc(C(=O)Nc1ccc(F)cc1F)n2C	-1%	-29%	21%	-12%
50	CCc1ccc(-n2c(=O)c3c4c(sc3n(CC(=O)c3ccc(Br)cc3)c2=O)CCC4)cc1	2%	-7%	5%	-8%

nr	NTMT1 inh	B2AR arrestin ag	GALK inhibitor
41	1%	0%	-1%
42	1%	0%	2%
43	-17%	0%	3%
44	19%	-1%	-3%
45	-3%	0%	1%
46	-6%	7%	0%
47	4%	-2%	0%
48	-1%	0%	-1%
49	29%	-2%	3%
50	-11%	1%	0%
